# HepG2 tox: HepG2 cytotoxicity, counter-screen for TGF-b inhibitors. HepG2 CAGA-GFP viability, ATP luminescence, 18 h. Potency, µM (doses to about 46.1 µM), inactives show top-dose activity change, negative = cytotoxicity, hits mostly cytotoxic. 0.76% of 410,000 active. AID 588856; also: potency is read from the fitted curve at half-maximal effect; some results filed as inactive show a strong effect at the top dose
#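 HepG2 CAGA-GFP cells (1000/well, DMEM with 1% FBS) received compound, then TGF-beta at 500 pg/mL final, and were incubated 18 hours at 37 degrees C. Viability was read by CellTiter-Glo luminescence. Media-only wells were set as complete cell-killing and DMSO as no toxicity.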
# CCT modulator: cytosolic chaperonin activity modulation | purified chaperonin ATPase assay, HTRF ADP detection, 30 min | AID 651819 | 0.3% of 360,000 active | activity change, % (concentration not given with the values), hits read low; in the data active = activity change below about -30%; also: % is scaled to controls: 0 for no effect and ±100 for the full control effect
#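 Nucleotide hydrolysis assay: TRiC at 20–40 nM final (set by batch activity) with 10 uM ATP, 30 min at 37 °C, in presence of 76 uM compound. Detection by competitive ADP HTRF, 30 min ambient.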
# Nrf2 block: Nrf2 pathway inhibition. A549 ARE-Fluc reporter, luciferase luminescence, 18-24 h. 2.1% of 360,000 active. AID 504444. Potency, µM (titrated, usually from 46 µM), for the others: top-dose activity change, negative = inhibition, usual class: inhibitors; also: potency is read from the fitted curve at half-maximal effect; % is scaled to controls: 0 for no effect and ±100 for the full control effect; nearly all actives have a fitted effect of over 60% in size
#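 A549 ARE_Fluc cells (5000/well, 5% FBS OPTI-MEM) pre-incubated 2 h, then treated with compounds 18-24 h at 37C/5% CO2 in concentration-response. CellTiter-Fluor viability read first; BugLite luciferase luminescence after 15 min at room temperature gives Nrf2 activity.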
# Akt phos inh: blocks phosphorylation of Akt. activity change, % for hits at 50 µM. AID 651550. 0.32% of 360,000 active. Neuro2A IGF-stimulated pAkt S473 HTRF, 20 min; active compounds read low; in the data active = activity change below about -80%; inconclusive = mostly about -51% to -80%; also: % is scaled to controls: 0 for no effect and ±100 for the full control effect
#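 Neuro2A cells (4,500/well, DMEM with 0.5% FBS) were treated with compound at a single 50 µM final concentration, stimulated with 6 nM IGF for 20 min at 37 °C, and lysed. Phospho-Akt Ser473 was read by HTRF as 665/615 ratio ×10^4.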
# MmCpn inh: blocks the Methanococcus maripaludis chaperonin Mm-Cpn; purified Mm-Cpn ATPase, ADP Transcreener TR-FRET; Potency, µM (top dose mostly 76.9 µM), for inactives: at the top dose activity, negative = inhibition, most hits filed as inhibitors; 0.031% of 330,000 active; also: potency is read from the fitted curve at half-maximal effect; % is scaled to controls: 0 for no effect and ±100 for the full control effect; nearly all actives have a fitted effect of over 80% in size
#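 Inhibition of chaperonin ATP hydrolysis is measured as reduced ADP production, detected by competitive TR-FRET in which signal falls with ADP. Final enzyme 25 nM and ATP 10 uM, reacted 30 min at 37°C.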
# TGFb SMAD3 inh: inhibitors of TGF-b signaling. HepG2 CAGA-GFP TGF-b/SMAD3 reporter, GFP fluorescence, 18 h; TGF-beta stimulated, 500 pg/mL final. Potency, µM (highest dose often 46.1 µM), inactives show at the top dose activity, negative = inhibition, hits mostly inhibitors. 1.2% of 410,000 active; also: potency is read from the fitted curve at half-maximal effect; % is scaled to controls: 0 for no effect and ±100 for the full control effect; nearly all actives have a fitted effect of over 65% in size
#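 Read-out: total well GFP (ex488/em500-530) summed from mean per-cell fluorescence. Cells: HEPG2 CAGA-GFP, 1% FBS DMEM, 18 h at 37 degrees C with 500 pg/mL final TGF-beta. Unstimulated wells served as the full-inhibition control; stimulated DMSO wells = 0%.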
# S2 tox: cell viability loss in ATXN counter-screen; S2 cells (HEK-293 line with an ATXN2-luciferase reporter) viability, CellTiter-Fluor protease fluorescence, 24 h; Potency, µM (highest dose often 56.7 µM), hits mostly cytotoxic; 0.49% of 400,000 active; AID 651635; also: potency is read from the fitted curve at half-maximal effect; nearly all actives have a fitted effect of over 40% in size
# A549 viability: kills or reduces viability of A549 cells in Nrf2 counter-screen. Potency, µM (top dose mostly 46 µM), without a hit: at the highest dose activity change, negative = cytotoxicity, actives largely listed as inhibitors. A549 ARE-Fluc cells, CellTiter-Fluor viability, 18-24 h. AID 504648. 0.16% of 390,000 active; also: potency is read from the fitted curve at half-maximal effect; % is scaled to controls: 0 for no effect and ±100 for the full control effect
#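 Cytotoxicity counterscreen: CellTiter-Fluor fluorescence was measured in A549 ARE_Fluc cells after 18-24 h of compound exposure in a concentration series. The subsequent BugLite luminescent read reports ARE-luciferase activity.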
# Nrf2 activator: activates Nrf2 signaling. AREc32 ARE-luciferase reporter (MCF7-derived line), luminescence, 24 h. Potency, µM (doses to about 46.1 µM), for inactives: at the top dose activation, usual class: activators. 0.31% of 410,000 active; also: potency is read from the fitted curve at half-maximal effect; % of control where 0% means no effect; nearly all actives have a fitted effect of over 65% in size
#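 AREc32_Fluc, 1000 cells/well, OPTI-MEM + 5% FBS, o/n 37 deg C 5% CO2; 23 nL cpd by pin tool, 24 hr; Steady-Glo 30 min RT, luminescence.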
# * = called active by the depositor; i = inactive; ? = inconclusive; / = not tested or not shown; & = joins results of further samples. Unless noted, calls follow the shape of the dose curve; as a rule, active = well fitted curve in the direction sought with a large enough effect; inconclusive = small, poorly fitted or top-dose-only effect, or another doubt; inactive = no such curve, though single readings can be large; an effect the other way counts as inactive or inconclusive.
SMILES,HepG2 tox,CCT modulator,Nrf2 block,Akt phos inh,MmCpn inh,TGFb SMAD3 inh,S2 tox,A549 viability,Nrf2 activator
CCc1nc(N2CCN(Cc3ccc4c(c3)OCO4)CC2)c2oc3ccccc3c2n1,-20%,-1.4,?,/,2%,?,/,-23%,0.6%
Cn1c(SCC(=O)Nc2ccc3[nH]c(=O)[nH]c3c2)nnc1-c1ccccc1,-1%,-0.1,-14%,i,-1%,-1%,i,-2%,-0.3%
Cc1cc(C=O)c(C)n1-c1ccc(N2CCOCC2)cc1,0%,0.3,-3%,i,3%,0%,i,-7%,0.5%
COc1cccc(C(=O)N2CCN(C(=O)c3cccs3)CC2)c1OC,-3%,-2.7,0%,-112%*,-1%,-2%,?,-2%,0.4%
Cc1nc2ccc(NC(=O)N3CCOCC3)cc2nc1C,-13%,-1.0,1%,i,-2%,0%,i,2%,-0.6%
CCN(CC)C(=O)CSc1nc2ccc(NC(=O)CSc3nnc(COc4ccccc4C)n3C)cc2s1,-2%,-6.1,?,i,-2%,-12%,?,-8%,0.4%
N#CC1=C(N)Oc2cc(N)ccc2C1c1cc(Br)cs1 (stereo not drawn),-54%,-0.2,-11%,i,-10%,-12%,i,2%,0.2%
CCN(CC)S(=O)(=O)c1ccc(Cl)c(C(=O)N2CCc3ccccc32)c1,4%,1.3,?,/,0%,?,i,-11%,8.3%
CN(C)C(CNC(=O)CCCN1C(=O)c2cccc3cccc(c23)C1=O)c1ccccc1 (stereo not drawn),-13%,-1.0,4%,i,-2%,-12%,i,-8%,6.6%
O=C1c2ccccc2C(=O)N1c1cccnc1,-25%,-44*,10%&3%,i,/,9%,i,-1%&-3%,-0.3%
COC(=O)c1ccc(CNC(=O)c2ccc3c(c2)S(=O)(=O)N=C2CCCCCN23)cc1,0%,2.0,-10%,i,-1%,-18%,i,5%,-0.6%
COc1ccccc1CNC(=O)C1CCN(Cc2nc(-c3cccc(Cl)c3)oc2C)CC1,-17%,-2.7,-18%,i,-1%,4%,i,-14%,0.3%
CN(C(=O)COC(=O)CNC(=O)c1ccc2ccccc2c1)c1c(N)n(Cc2ccccc2)c(=O)[nH]c1=O,-2%,-2.0,-1%,i,-1%,11%,i,-5%,-0.4%
CC(=O)c1cccc(-c2cnc3c(NC=O)cc(-c4ccc(N5CCN(C)CC5)cc4)cn23)c1,-30%,1.3,/,i,/,?,i,/,9.4%
Cc1cc(C)cc(OCC(=O)NNC(=O)CC(C)c2ccccc2)c1 (stereo not drawn),-19%,1.7,/,i,/,3%,i,/,0.1%
COC(=O)c1cc(S(=O)(=O)NCC2CCN(Cc3cccc(F)c3)CC2)c[nH]1,-7%&-25%,0.6,?,i,-5%,?,i,3%&8%,1.5%&0.4%
O=C(Nc1cccc(C(=O)NC2CCCC2)c1)c1ccccc1,-7%,-0.1,7%,i,-17%,5%,i,-2%,-0.2%
CC(NC(=O)COC(=O)c1ccc2c(c1)OCO2)c1ccccc1 (stereo not drawn),2%,-0.1,12%,i,-2%,-12%,i,1%,-0.7%
CCC/C(=N\NC(=O)c1csc(C)c1C)c1cccs1,-23%,0.4,?,i,0%,-2%,i,-3%,2.8%
Cc1nn(C(=O)c2cccc([N+](=O)[O-])c2)c(C)c1Sc1ccccc1,6%,-6.8,-19%,i,1%,-4%,i,1%,-0.6%
CCSc1nnc(CNc2ccc(C)cc2)n1C,9%,0.7,1%,i,-1%,7%,i,-3%,6.4%
Cn1c(=O)c2cc(NC(=O)NCCc3ccccc3)ccc2n1Cc1ccccc1,0%,0.8,/,i,/,-4%,?,/,4.2%
CC(C)(C)CC(=O)N1CCN(c2ccc(S(=O)(=O)N3CCOCC3)cc2[N+](=O)[O-])CC1,-17%,-2.5,?,i,0%,0%,i,-7%,-0.6%
Cc1cnc(C(=O)OCC(=O)c2ccc(F)cc2)cn1,12%,-4.3,6%,i,3%,6%,i,4%,-0.5%
Cc1cc(C)n2nc(SCC(=O)c3c(N)n(CC(C)C)c(=O)n(C)c3=O)nc2n1,3%,0.8,?,i,1%,-3%,i,1%,0.2%

# Single records, as listed above. Values in the order: HepG2 tox, CCT modulator, Nrf2 block, Akt phos inh, MmCpn inh, TGFb SMAD3 inh, S2 tox, A549 viability, Nrf2 activator
# Cc1nc2ccc(NC(=O)N3CCOCC3)cc2nc1C across the screens: -13%, -1.0, 1%, i, -2%, 0%, i, 2%, -0.6%
# Cn1c(SCC(=O)Nc2ccc3[nH]c(=O)[nH]c3c2)nnc1-c1ccccc1 across the screens: -1%, -0.1, -14%, i, -1%, -1%, i, -2%, -0.3%
# CN(C(=O)COC(=O)CNC(=O)c1ccc2ccccc2c1)c1c(N)n(Cc2ccccc2)c(=O)[nH]c1=O across the screens: -2%, -2.0, -1%, i, -1%, 11%, i, -5%, -0.4%
# CC(=O)c1cccc(-c2cnc3c(NC=O)cc(-c4ccc(N5CCN(C)CC5)cc4)cn23)c1 across the screens: -30%, 1.3, /, i, /, ?, i, /, 9.4%
# Cc1cnc(C(=O)OCC(=O)c2ccc(F)cc2)cn1 across the screens: 12%, -4.3, 6%, i, 3%, 6%, i, 4%, -0.5%

# With a hit mark in CCT modulator (from the list above):
structure | CCT modulator | Akt phos inh | MmCpn inh | TGFb SMAD3 inh | Nrf2 activator
O=C1c2ccccc2C(=O)N1c1cccnc1 | -44* | i | / | 9% | -0.3%

# (next part)
SMILES,HepG2 tox,CCT modulator,Nrf2 block,Akt phos inh,MmCpn inh,TGFb SMAD3 inh,S2 tox,A549 viability,Nrf2 activator
CCCc1nc2cc(Cl)c([N+](=O)[O-])cc2o1,-19%,-6.7,1%,i,1%,2%,i,0%,0.7%
COc1ccc2c(c1)c(=O)c(C(=O)c1ccccc1)cn2CC(=O)Nc1ccc2c(c1)OCO2,-4%,/,5%,/,/,-1%,i,8%,0.5%
CCN1CCN(C(=O)C2CCN(C(=O)Nc3ccccc3)CC2)CC1,-6%,-0.6,-1%,i,0%,1%,i,0%,-0.9%
O=C(N/N=C/c1c(O)ccc2ccccc12)c1ccc(Br)o1,-58%,-2.8,?,i,0%,0%,/,?,0.1%
O=C(CSc1nccn1-c1cccc(Cl)c1)NO,-21%,-0.1,6%,i,0%,10%,i,-1%,8.7%
O=C(O)COc1ccccc1/C=N/NC(=O)CSc1nnc(SCc2ccccc2)s1,-15%,-2.4,-23%,i,-1%,-2%,i,3%,-0.6%
NC(=O)c1c[nH]c2ccccc12,-28%,-1.7,?,i,0%,0%,i,5%,0.3%
C/C=C/C(=O)OCC(=O)Nc1ccc(OC)c(Cl)c1,10%,0.0,1%,i,0%,30%,i,-8%,5.3%
CCN1CCN(C(=S)NCC(C)C)CC1,3%,0.6,-1%,i,1%,3%,i,-5%,-0.2%
Cc1cc(Cl)ccc1Oc1nc(-c2ccc(F)cc2)ccc1C#N,-12%,-0.1,4%,i,1%,2%,i,-17%,-0.7%
Cc1ccc2ccc(C)[n+](CCCS(=O)(=O)[O-])c2c1,6%,-2.5,-7%,i,0%,4%,i,-4%,-0.2%
CC(C)Cc1nc2ccccc2[nH]1,-1%,2.2,4%,i,3%,13%,i,2%,-0.2%
COc1ccccc1NNC(=O)c1cccnc1Oc1ccccc1,21%,-0.1,6%,i,1%,-18%,i,4%,0.6%
CCN(Cc1ccccc1)C(=O)C1CCC(CNS(=O)(=O)c2ccc3c(c2)CCCC(=O)N3)CC1 (stereo not drawn),-27%,/,?,/,/,?,i,5%,9.6%
COc1ccc(Nc2cc(C(=O)NC3CCCC3)c3ccccc3n2)c(OC)c1,0%&4%,2.7,11%&6%,i,-2%,-27%&-17%,i,2%&0%,0.0%&0.5%
CCC(C)[C@H](NC(=O)OC(C)(C)C)C(=O)N/N=C/c1ccc2nccnc2c1 (stereo partly drawn),7%,-0.3,-3%,i,1%,-7%,i,-4%,0.0%
O=C(NCc1ccccc1)c1ccc2c(c1)N(Cc1cccc(Cl)c1)C(=O)c1ccccc1S2(=O)=O,-1%,/,/,/,/,0%,/,0%,0.3%
COc1ccc(-n2c(COc3ccc(C)cc3)n[nH]c2=S)cc1,-4%,-2.0,4%,i,-6%,-4%,i,-6%,-1.1%
Oc1ccc(Cl)cc1Nc1nc(NCC2CCCO2)c2ccccc2n1 (stereo not drawn),-38%,/,-2%,/,/,?,?,-1%,?
O=C(O)c1ccc(COCC(F)(F)F)cc1,-17%,-1.6,1%,i,-2%,-24%,i,-12%,-0.2%
O=C(CCNC(=O)Cn1cnc2ccccc2c1=O)NCCC1=CCCCC1,-43%,-2.4,4%,i,0%,-5%,i,-5%,0.3%
COc1ccccc1C(CNc1nc(C(F)(F)F)nc2ccccc12)N(C)C (stereo not drawn),-18%,-1.5,-3%,i,-1%,13%,i,-8%,0.7%
Cc1cccc(NS(=O)(=O)c2ccc(C(C)(C)C)cc2)n1,-5%,-4.0,0%,i,?,-6%,i,5%,5.3%
CN(C)S(=O)(=O)c1cccc(NC(=S)N2CCc3ccccc32)c1,-28%,-2.3,-13%,i,?,?,?,8%,2.8%
CC(CCCCCCCCC(=O)O)N(CCO)C(=O)OC(C)(C)C (stereo not drawn),-1%,-1.2,?,i,-7%,9%,i,-3%,0.2%
COc1ccc(N2CCN(c3nc(C)c(C)c(=O)[nH]3)CC2)cc1,-1%,-0.6,-2%,i,1%,17%,i,0%,0.4%
CC(C)(C)OC(=O)C[C@H]1C/C=C\C[C@@H](CC(=O)N[C@@H](CO)Cc2ccccc2)C(=O)NC[C@H](c2ccccc2)OC1=O,-14%,-0.2,1%,i,1%,-3%,i,0%,0.3%

# Bioassay records (PubChem)
